High-throughput results as filed in PubChem BioAssay.
Pf gametocyte = P. falciparum stage V gametocyte viability inhibition | P. falciparum stage V gametocytes, ATP luminescence, 24 h | inhibition, % at 10.9 µM | hit rate 0.065% among 150,000;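 active = inhibition above the mean plus 3 SD of compounds within the control limits, set per campaign, cut at about 38% in these data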;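 note: 0% = DMSO wells and 100% = medium only without gametocytes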
The depositor's hits bear a star. Only part of the results is shown (hit frequency here may not be typical).

The first 6 records, to show the layout:
No. | smiles | Pf gametocyte
1 | O=C(O)c1cccc(NC(=O)c2cc(NC(=O)c3ccccc3)cc(NC(=O)c3ccccc3)c2)c1 | 7
2 | CCC1(CC)C(=O)C2=C3C1[C@H](C(=O)OC)C=C(C(=O)OC)C[C@H]3[C@H]1C(=O)N(CC(=O)OC)C(=O)[C@H]1[C@H]2C (stereo partly specified) | 15
3 | CN(C)c1ccc(-c2sc(Nc3ccccc3)n[n+]2-c2ccc(F)cc2)cc1 | -5
4 | CCCS(=O)(=O)N1CCCC(C(=O)Oc2ccc(C)c(C)c2)C1 (stereo unspecified) | 15
5 | CC(C)CNC(=O)C(=O)NC1CCCC1 | -17
6 | COc1ccccc1N1CCN(/N=C/c2cc(OC)c(OC(C)=O)c(OC)c2)CC1 | -6

This part in full, from the first entry:
No. | smiles | Pf gametocyte
1 | O=C(O)c1cccc(NC(=O)c2cc(NC(=O)c3ccccc3)cc(NC(=O)c3ccccc3)c2)c1 | 7
2 | CCC1(CC)C(=O)C2=C3C1[C@H](C(=O)OC)C=C(C(=O)OC)C[C@H]3[C@H]1C(=O)N(CC(=O)OC)C(=O)[C@H]1[C@H]2C (stereo partly specified) | 15
3 | CN(C)c1ccc(-c2sc(Nc3ccccc3)n[n+]2-c2ccc(F)cc2)cc1 | -5
4 | CCCS(=O)(=O)N1CCCC(C(=O)Oc2ccc(C)c(C)c2)C1 (stereo unspecified) | 15
5 | CC(C)CNC(=O)C(=O)NC1CCCC1 | -17
6 | COc1ccccc1N1CCN(/N=C/c2cc(OC)c(OC(C)=O)c(OC)c2)CC1 | -6
7 | CCOC(=O)C1CCCN(Cc2ccc(OC)c(OCc3ccccc3)c2)C1 (stereo unspecified) | 8
8 | C=C(C)Cn1c(N2CCCC2)nc2c1c(=O)n(C)c(=O)n2C | 18
9 | Nc1nc(-c2cccnc2)nn1C(=O)CCc1ccccc1 | 3
10 | C=CC[C@@H](CC(=O)N[C@H](CO)Cc1ccccc1)C(=O)NCCOC(=O)[C@@H](CC=C)CC(=O)OC(C)(C)C | 15
11 | CC(=O)OCCCN(C)CC/C=C1/c2ccccc2CSc2ccccc21 | -40
12 | COc1ccc(NC(=O)C2CC(c3ccc(Cl)cc3)=NO2)cc1 (stereo unspecified) | 2
13 | Fc1ccc(-c2nnc(-n3nnc4ccccc43)c3ccccc23)cc1 | -13
14 | O=C1Cc2ccccc2C(c2c(Cl)cccc2Cl)N1 (stereo unspecified) | -5
15 | COc1cc(C2OC(=O)C3C(c4ccc(OC(C)=O)c(OC)c4)OC(=O)C23)ccc1OC(C)=O (stereo unspecified) | 5

Other entries
No. | smiles | Pf gametocyte
16 | O=Cc1c(NCc2ccccc2F)c2ccccc2[nH]c1=O | 0
17 | COC(=O)C1=C[C@@H](C(=O)OC)[C@@H]2C3=C(C(=O)C2(C)C)[C@H](c2ccccc2)[C@@H]2C(=O)N(C)C(=O)[C@@H]2[C@@H]3C1 | 33
18 | COCCCNC(=O)C(C)N1c2cccc3cccc(c23)S1(=O)=O (stereo unspecified) | -18
19 | Cc1ccc(NC(=O)c2cc(CC(C)C)nc3ccccc23)cc1 | -2
20 | CN(C)C(=O)[C@H]1C[C@H]1[C@@H](O)[C@H](CO)NC(=O)[C@H](Cc1ccccc1)NC(=O)OC(C)(C)C | -2
21 | O=C(C[C@H]1C(=O)N(Cc2ccccc2)C[C@@H]1Cc1ccccc1)Nc1ccccc1 | 5
22 | Cc1csc(NC(=O)Cc2ccc(Cl)cc2)n1 | 16
23 | COc1ccc(-c2csc(N(CC(C)C)C(=O)c3ccco3)n2)cc1 | 0
24 | COc1ccccc1NC(=S)NC(=O)Cc1ccccc1 | 10
25 | O=C(c1ccco1)N1CCN(Cc2ccccc2F)CC1 | -3
26 | O=C(c1cc2cc(Cl)ccc2oc1=O)N1CCCCCCC1 | 2
27 | O=C1[C@H]2[C@@H](c3ccc(Cl)cc3)N3C(=O)N(c4cccc(Cl)c4)C(=O)[C@@]3(Cc3ccc(Cl)cc3)[C@H]2C(=O)N1C1CCCCC1 | 27
28 | COC1C(C)=C(C)C(=O)N1Cc1ccc(F)cc1 (stereo unspecified) | -2
29 | CC(C)C[C@@H](CO)N1CCN(C)CCC1=O | 0
30 | Cc1ccccc1Cn1c(C)nc2ccccc21 | 14

Grouped by structure, the entries above with sulfur.
No. | smiles | Pf gametocyte
3 | CN(C)c1ccc(-c2sc(Nc3ccccc3)n[n+]2-c2ccc(F)cc2)cc1 | -5
4 | CCCS(=O)(=O)N1CCCC(C(=O)Oc2ccc(C)c(C)c2)C1 (stereo unspecified) | 15
11 | CC(=O)OCCCN(C)CC/C=C1/c2ccccc2CSc2ccccc21 | -40
18 | COCCCNC(=O)C(C)N1c2cccc3cccc(c23)S1(=O)=O (stereo unspecified) | -18
22 | Cc1csc(NC(=O)Cc2ccc(Cl)cc2)n1 | 16
23 | COc1ccc(-c2csc(N(CC(C)C)C(=O)c3ccco3)n2)cc1 | 0
24 | COc1ccccc1NC(=S)NC(=O)Cc1ccccc1 | 10

(list continues)
No. | smiles | Pf gametocyte
31 | CCOc1ccc(NC(=O)c2ccc(NS(=O)(=O)c3cccc4cccnc34)cc2)cc1 | 18
32 | COc1ccc(OCCCCc2c(C)n[nH]c2C)cc1 | 1
33 | CCOc1ccc(N/C=C/C(=O)c2ccccc2)cc1 | 30
34 | Cc1ccc(NC(=O)CSc2cccc3cccnc23)c(C)c1 | -12
35 | O=C(Cc1ccc(F)cc1)Nc1nc(-c2ccc(F)c(F)c2)cs1 | 8
36 | COc1ccccc1CC(=O)Nc1cccc2ccccc12 | -11
37 | CCn1c2ccccc2c2cc(NC(=O)c3cccc([N+](=O)[O-])c3)ccc21 | -4
38 | O=C(Nc1ccc(F)cc1)Nc1cccc(Br)c1 | -11
39 | CN(C(=O)c1ccc(NC(=O)Cc2ccc(NC(=O)C3CCCN(C(=O)C4CCCC4)C3)cc2)cc1)C1CC1 (stereo unspecified) | 1
40 | CCOC(=O)[C@H]1[C@H]2COc3ccc(OC)cc3[C@@H]2N2C(=O)CN(Cc3ccco3)C(=O)[C@@]12C | -25
41 | C[C@H](NC(=O)c1nc[nH]c1C(=O)OCc1ccccc1)c1ccccc1 | 19
42 | c1ccc(C2=NOC(c3nnc(-c4ccccc4)o3)C2)cc1 (stereo unspecified) | -49
43 | C=COCCNC(=O)C(=O)NCC(C)C | -3
44 | Cc1ccc(Cl)cc1NC(=O)C1CC(=O)N(C(C)C)C1 (stereo unspecified) | -7
45 | CC(C)(C)OC(=O)C[C@@H]1C/C=C\C[C@H](CC(=O)NCCO)C(=O)NC[C@@H](c2ccccc2)OC1=O | -3

Following part
No. | smiles | Pf gametocyte
46 | COc1ccc(N(CC(=O)NC(C)C)C(=O)CCC(=O)Nc2ccccn2)cc1 | -19
47 | CCOC(=O)[C@@H]1[C@H]2COc3cc(OC)ccc3[C@H]2N2C(=O)N(c3ccc(F)cc3)C(=O)[C@@]12C | 17
48 | O=C(NC1(C(F)(F)F)NC(=O)N(Cc2ccccc2)C1=O)c1cccs1 (stereo unspecified) | 26
49 | O=C(Nc1ccc(OCc2ccccc2Cl)cc1)c1cccnc1 | -23
50 | Cc1ccc(C(=O)c2c3ccc(C(F)(F)F)cc3nn2CCC(N)=O)cc1 | 20
51 | Clc1ccc(Oc2nc(N3CCOCC3)nc(N3CCOCC3)n2)c(C2CCCCC2)c1 | -28
52 | Oc1c(Br)cc(Br)cc1CNc1cnc2ccccc2c1 | 11
53 | CN(Cc1nc2ccccc2n1C)c1ccccc1 | -21
54 | O=C(O)CN1C(=O)CC(c2ccccc2)CC1=O | 4
55 | COc1ccccc1C(=O)Nc1ccc2ccccc2c1 | -6
56 | NS(=O)(=O)c1ccc(NC2=CC(=O)C(=O)c3ccccc32)cc1 | 5
57 | COc1ccc(N/C(N)=N/c2nc(C)c(Cc3ccccc3)c(=O)[nH]2)cc1 | 5
58 | C#CCOCCOCCOCCNc1nc(N2CCN(C(=O)CCCCCCCCCCNC(=O)Cn3cc(C[C@@H](C)O)nn3)CC2)nc(N2CCN(C(=O)CCCCCCCCCCNC(=O)Cn3cc(C[C@@H](C)O)nn3)CC2)n1 | 1
59 | CN1CCN(C2Cc3cc(F)ccc3Sc3ccc(Cl)cc32)CC1 (stereo unspecified) | -6
60 | CCC(=O)Nc1ccc(NC(=O)c2ccc3ccccc3c2)cc1 | 12

Pulled by structure from the entries so far:
No. | smiles | Pf gametocyte
58 | C#CCOCCOCCOCCNc1nc(N2CCN(C(=O)CCCCCCCCCCNC(=O)Cn3cc(C[C@@H](C)O)nn3)CC2)nc(N2CCN(C(=O)CCCCCCCCCCNC(=O)Cn3cc(C[C@@H](C)O)nn3)CC2)n1 | 1
47 | CCOC(=O)[C@@H]1[C@H]2COc3cc(OC)ccc3[C@H]2N2C(=O)N(c3ccc(F)cc3)C(=O)[C@@]12C | 17

(next part)
No. | smiles | Pf gametocyte
61 | CNC(=O)c1[nH]cnc1C(=O)Nc1cccc(Cl)c1 | 1
62 | COc1ccccc1P(=O)(c1ccccc1)c1ccccc1 | -4
63 | COc1cc(/C=N/NC(=O)c2ccncc2)ccc1OC(C)=O | -26
64 | Cc1cc(C)c(S(=O)(=O)NCc2ccc3c(c2)OCO3)c(C)c1 | -8
65 | COc1cc(CN2CCN(C(=O)c3cccc4ccccc34)CC2)cc(OC)c1OC | -47
66 | Cc1cc(Cl)ccc1NC(=S)NCc1ccc(F)cc1 | -7
67 | CC(=O)N1CCN(c2ccc(NC(=O)c3cccc([N+](=O)[O-])c3)cc2)CC1 | -23
68 | CCSc1ccc([C@@H]2[C@@H]3C(=O)N(CC)C(=O)[C@@H]3[C@]3(C(=O)OC)CCCCN23)cc1 | 13
69 | Cc1noc(C)c1CSc1nnc2n(-c3ccccc3)c(=O)c3ccccc3n12 | 0
70 | O=C1NC(c2ccccc2O)Nc2ccccc21 (stereo unspecified) | -13
71 | CC(=O)N(C)c1ccc(N=NC2C(=O)N(C(N)=S)N=C2C)cc1 (stereo unspecified) | -9
72 | CCC(=O)c1ccc(OCC(O)CN2CCc3ccccc3C2)cc1 (stereo unspecified) | 1
73 | COC(=O)[C@@]12CCCCN1[C@H](c1ccc(-c3ccc(OC)cc3)cc1)[C@H]1C(=O)N(C)C(=O)[C@H]12 | -3
74 | CCOc1ccc(N(CC(=O)NC(C)C)C(=O)CCC(=O)Nc2ccccn2)cc1 | 7
75 | CCc1nnc(NS(=O)(=O)c2ccc(NC(=O)CCC(=O)OC)cc2)s1 | -5

(76) CC(C)CCn1c(N2CCCC2)nc2c1c(=O)[nH]c(=O)n2C
- Pf gametocyte: 4

(77) O=C(Nc1cnccn1)c1ccc(F)cc1Cl
- Pf gametocyte: 8

(78) Cc1cc2nc3n(c2cc1C)CCCN3
- Pf gametocyte: 9

(79) CCN(Cc1ccccc1)C(=O)c1c(-c2ccccc2Cl)noc1C
- Pf gametocyte: -14

(80) COc1cccc(NC(=S)NC(=O)c2cncc(Br)c2)c1
- Pf gametocyte: -1

(81) COc1ccc(CCNC(=O)C2C3CCC(C3)C2C(=O)O)cc1OC (stereo unspecified)
- Pf gametocyte: 13

(82) NC(=O)CCC(=O)N1CCCC(C(=O)c2ccc(C(F)(F)F)cc2)C1 (stereo unspecified)
- Pf gametocyte: 15

(83) CC(=O)C1=C(O)C(=O)N(c2cccc(Br)c2)C1c1ccccc1Cl (stereo unspecified)
- Pf gametocyte: -5

(84) Cc1ccccc1CC(=O)NC1CCN(C)CC1
- Pf gametocyte: 31

(85) C=CCn1c(NCc2cc(Cl)ccc2O)nc2ccccc21
- Pf gametocyte: 7

(86) CCOC(=O)c1cnc2c(C)cc(C)cc2c1NCCCN1CCOCC1
- Pf gametocyte: -18

(87) Cc1nnc(NS(=O)(=O)c2ccc(Br)cc2)s1
- Pf gametocyte: 2

(88) Cc1ccc(NC(=O)NC2=N/C(=C(/C#N)C(=O)N3CCCC3)c3ccccc32)cc1
- Pf gametocyte: 2

(89) O=C(O)c1ccc(CN2C(=O)c3ccc(Oc4ccc([N+](=O)[O-])cc4)cc3C2=O)cc1
- Pf gametocyte: -7

(90) Cc1ccccc1N(CC(=O)NC(C)(C)C)C(=O)CCC(=O)Nc1nccs1
- Pf gametocyte: 17

(91) CCC[C@@H]1Cc2ccccc2N1C(C)=O
- Pf gametocyte: 2

(92) Fc1ccc(OCCOCCN2CCNCC2)cc1
- Pf gametocyte: 15

(93) COc1ccccc1/C=C/C(=O)Nc1cccnc1
- Pf gametocyte: 10

(94) CN(C)/C=C1\C(=O)Oc2ccccc2C1=O
- Pf gametocyte: 3

(95) CC1(C(=O)N/N=C/c2c(F)c(F)c(F)c(F)c2F)CC1(Cl)Cl (stereo unspecified)
- Pf gametocyte: 14

(96) CC(C)(C)OC(=O)N[C@@H](C(=O)OC(C)(C)C)c1ccc(C(F)(F)F)cc1
- Pf gametocyte: -23

(97) COc1cc(O)ccc1C(=O)CCc1ccc(O)cc1
- Pf gametocyte: -10

(98) CCn1c(=S)[nH]c2sc3c(c2c1=O)CCCC3
- Pf gametocyte: -4

(99) O=[N+]([O-])c1cc(C(F)(F)F)ccc1NCCc1ccccn1
- Pf gametocyte: -8

(100) O=[N+]([O-])c1ccc(Sc2ccc(F)cc2)nc1
- Pf gametocyte: 12

(101) Cc1[nH]n(-c2ccccc2)c(=O)c1N=Nc1ccccc1C(=O)O
- Pf gametocyte: -6

(102) CC(C)NC(=O)Nc1ccc2c(c1)C(=O)N([C@H](C)CO)C[C@H](C)[C@@H](CN(C)S(=O)(=O)c1ccccc1)O2
- Pf gametocyte: -37

(103) O=C(C[n+]1cc[nH]c1)c1ccc(Cl)cc1
- Pf gametocyte: -14

(104) CCC(CO)Oc1cc(NCc2ccccc2)c2ncn(C(C)C)c2c1 (stereo unspecified)
- Pf gametocyte: -2

(105) COc1ccc(/C=C(\NC(=O)c2ccc(OC)cc2)C(=O)N2CCCCC2)cc1
- Pf gametocyte: -7

(106) Oc1ccc(Cl)cc1N=Nc1ccccc1
- Pf gametocyte: 22

(107) c1ccc(CNc2ccccn2)cc1
- Pf gametocyte: 12
